All columns: NCI-60 one-dose screen, growth in % after 48 h at 10 µM unless noted; 100 = growth as untreated, 0 = no growth, -100 = all killed.
RXF 393 = RXF 393 renal cancer cells | 77,000 tested, 6.9% active | AID 1794773
SK-OV-3 = SK-OV-3 ovarian cancer cells | 80,000 tested, 3.2% active | AID 1794785
OVCAR-3 = OVCAR-3 ovarian cancer | 79,000 tested, 7% active | AID 1794787
OVCAR-8 = OVCAR-8 ovarian cancer; 81,000 tested, 4.4% active
OVCAR-5 = OVCAR-5 ovarian cancer | 82,000 tested, 2.9% active | AID 1794783
ACHN = ACHN renal cancer. 81,000 tested, 4.9% active. AID 1794771
OVCAR-4 = OVCAR-4 ovarian cancer cells | AID 1794784 | 80,000 tested, 3.7% active
A498 = A498 renal cancer cells. 76,000 tested, 5.4% active. AID 1794774
IGROV1 = IGROV1 ovarian cancer; 79,000 tested, 4.7% active
An asterisk follows results filed as active; x = no result given; & = joins results of further samples. Rule for the calls: active = growth percent below 10; inactive = the rest.

A first look, 2 compounds:
entry | Structure | RXF 393 | SK-OV-3 | OVCAR-3 | OVCAR-8 | OVCAR-5 | ACHN | OVCAR-4 | A498 | IGROV1
1 | COc1ccc(NC(C)=O)c([N+](=O)[O-])c1[N+](=O)[O-] | 123 | 107 | 118 | 103 | 107 | 106 | 107 | 113 | 105
2 | CNC(=O)C1(c2ccccc2)CCCCC1 | 107 | 103 | 121 | 102 | 106 | 108 | 124 | 103 | 127

All compounds of this part, repeating the preview:
entry | Structure | RXF 393 | SK-OV-3 | OVCAR-3 | OVCAR-8 | OVCAR-5 | ACHN | OVCAR-4 | A498 | IGROV1
1 | COc1ccc(NC(C)=O)c([N+](=O)[O-])c1[N+](=O)[O-] | 123 | 107 | 118 | 103 | 107 | 106 | 107 | 113 | 105
2 | CNC(=O)C1(c2ccccc2)CCCCC1 | 107 | 103 | 121 | 102 | 106 | 108 | 124 | 103 | 127
3 | COc1ccc(/C=C2\Oc3cc(OCCN4CCCC4)ccc3C2=O)cc1 | 103 | 118 | 104 | 101 | 96 | 94 | 101 | 91 | 94
4 | Cc1ccc(-c2nc(N3CCN(CC(=O)Nc4ccc(Cl)c(C(F)(F)F)c4)CC3)c3ccccc3n2)cc1 | 80 | 85 | 102 | 89 | 90 | 95 | 102 | 75 | 100
5 | CC1CN=C2C=CC=CN2C1=O (centres undefined) | 103 | 104 | 104 | 103 | 114 | 106 | 126 | 100 | 95
6 | O=C1OCC2=C1C(c1cccc(F)c1)c1cc3c(cc1N2CCO)OCO3 (centres undefined) | 33 | 20 | 2.4* | 35 | 64 | 35 | 57 | 3.1* | 40
7 | CN1CN(C2CCCCC2)CSC1=S | 91 | 103 | 92 | 93 | 105 | 93 | 94 | 103 | 93
8 | COc1cc2c(cc1OC)C(=O)/C(=C/c1cc(-c3ccc4c(c3)OCO4)n[nH]1)C2 | -40* | 34 | -50* | x | 38 | -7.4* | 14 | 26 | 53
9 | CCC1=C(c2cc(Cl)c3ccccc3c2OCC(=O)O)OC(CC)(C(=O)c2cc(Cl)c3ccccc3c2OCC(=O)O)CC1 (centres undefined) | 127 | 102 | 106 | 101 | 98 | 118 | 116 | 107 | 101
10 | O=C1c2ccccc2C2N1CCC1CCc3ccccc3N12 (centres undefined) | 106 | 109 | 115 | 101 | 92 | 99 | x | 76 | 100
11 | CSC1=NC(=Nc2c(C)cccc2C)C2(CCC(C(C)(C)C)CC2)N1c1ccc(Cl)cc1 (centres undefined) | 38 | 58 | 55 | 32 | 72 | 35 | 60 | 71 | 55
12 | Nc1ccc(S(=O)(=O)N/N=C/C=C/c2ccccc2[N+](=O)[O-])cc1 | 120 | 95 | 101 | 94 | 103 | 94 | 103 | 100 | x
13 | Cn1c(=O)c2[nH]c(SCC(=O)Nc3ccc(C(=O)/C=C/c4ccc(Cl)cc4)cc3)nc2n(C)c1=O | 99 | 92 | 85 | 91 | 99 | 101 | 80 | 70 | 103
14 | CCN(CC)c1ccc(/C=N/NC(=O)c2ccccc2Nc2ccnc(C(F)(F)F)c2)c(O)c1 | 51 | 20 | 37 | 35 | 57 | 12 | 33 | 48 | 48
15 | COc1ccc(NC(=O)c2sc3c(=O)[nH]c(C(F)(F)F)nc3c2C)cc1 | 117 | 98 | 112 | 100 | 116 | 102 | x | 108 | 90
16 | O=C1N(c2ccccc2)C(=S)N[C@]12[C@H](c1ccccc1)C1CCCN1[C@]21C(=O)NC2C=CC(Cl)=C[C@H]21 (some centres undefined) | 100 | 88 | 106 | 78 | 117 | x | 102 | 107 | 95
17 | C=C(C)[C@@H]1CC[C@]2(C(=O)O)CC[C@]3(C)[C@H](CC[C@@H]4[C@@]5(C)CC[C@H](NC(=O)C(Cl)Cl)C(C)(C)[C@@H]5CC[C@]43C)[C@@H]12 | 76 | 112 | 72 | 73 | 103 | 58 | 75 | 79 | 95
18 | CCN(CC)CCCCNc1ccnc2cc(Br)ccc12 | 80 | 110 | 96 | 98 | 103 | 104 | 97 | 79 | 90
19 | COC(=O)C1=CC=C[C@H]2[C@@]3(CC[C@@H](C)[C@@]2(CCc2ccoc2)C(=O)O3)C1 | 111 | 92 | 109 | 101 | 98 | 101 | 97 | 96 | 87
20 | COc1ccc(-c2c(-c3cc(OC)c(OC)c(OC)c3)nc3sc(C4CC4)nn23)cc1 | 69 | 88 | 83 | 72 | 85 | 67 | 54 | 57 | 71

Exported in transposed form: 13 of the compounds above
6	O=C1OCC2=C1C(c1cccc(F)c1)c1cc3c(cc1N2CCO)OCO3 (centres undefined)
7	CN1CN(C2CCCCC2)CSC1=S
8	COc1cc2c(cc1OC)C(=O)/C(=C/c1cc(-c3ccc4c(c3)OCO4)n[nH]1)C2
9	CCC1=C(c2cc(Cl)c3ccccc3c2OCC(=O)O)OC(CC)(C(=O)c2cc(Cl)c3ccccc3c2OCC(=O)O)CC1 (centres undefined)
10	O=C1c2ccccc2C2N1CCC1CCc3ccccc3N12 (centres undefined)
11	CSC1=NC(=Nc2c(C)cccc2C)C2(CCC(C(C)(C)C)CC2)N1c1ccc(Cl)cc1 (centres undefined)
12	Nc1ccc(S(=O)(=O)N/N=C/C=C/c2ccccc2[N+](=O)[O-])cc1

assay / compound | 6 | 7 | 8 | 9 | 10 | 11 | 12
RXF 393 | 33 | 91 | -40* | 127 | 106 | 38 | 120
SK-OV-3 | 20 | 103 | 34 | 102 | 109 | 58 | 95
OVCAR-3 | 2.4* | 92 | -50* | 106 | 115 | 55 | 101
OVCAR-8 | 35 | 93 | x | 101 | 101 | 32 | 94
OVCAR-5 | 64 | 105 | 38 | 98 | 92 | 72 | 103
ACHN | 35 | 93 | -7.4* | 118 | 99 | 35 | 94
OVCAR-4 | 57 | 94 | 14 | 116 | x | 60 | 103
A498 | 3.1* | 103 | 26 | 107 | 76 | 71 | 100
IGROV1 | 40 | 93 | 53 | 101 | 100 | 55 | x

13	Cn1c(=O)c2[nH]c(SCC(=O)Nc3ccc(C(=O)/C=C/c4ccc(Cl)cc4)cc3)nc2n(C)c1=O
14	CCN(CC)c1ccc(/C=N/NC(=O)c2ccccc2Nc2ccnc(C(F)(F)F)c2)c(O)c1
15	COc1ccc(NC(=O)c2sc3c(=O)[nH]c(C(F)(F)F)nc3c2C)cc1
16	O=C1N(c2ccccc2)C(=S)N[C@]12[C@H](c1ccccc1)C1CCCN1[C@]21C(=O)NC2C=CC(Cl)=C[C@H]21 (some centres undefined)
17	C=C(C)[C@@H]1CC[C@]2(C(=O)O)CC[C@]3(C)[C@H](CC[C@@H]4[C@@]5(C)CC[C@H](NC(=O)C(Cl)Cl)C(C)(C)[C@@H]5CC[C@]43C)[C@@H]12
18	CCN(CC)CCCCNc1ccnc2cc(Br)ccc12

assay / compound | 13 | 14 | 15 | 16 | 17 | 18
RXF 393 | 99 | 51 | 117 | 100 | 76 | 80
SK-OV-3 | 92 | 20 | 98 | 88 | 112 | 110
OVCAR-3 | 85 | 37 | 112 | 106 | 72 | 96
OVCAR-8 | 91 | 35 | 100 | 78 | 73 | 98
OVCAR-5 | 99 | 57 | 116 | 117 | 103 | 103
ACHN | 101 | 12 | 102 | x | 58 | 104
OVCAR-4 | 80 | 33 | x | 102 | 75 | 97
A498 | 70 | 48 | 108 | 107 | 79 | 79
IGROV1 | 103 | 48 | 90 | 95 | 95 | 90

Next section.
entry | Structure | RXF 393 | SK-OV-3 | OVCAR-3 | OVCAR-8 | OVCAR-5 | ACHN | OVCAR-4 | A498 | IGROV1
21 | CCCCCCCCCc1ccc(OC(=O)C(C)C)cc1 | 100 | 105 | 100 | 104 | 93 | 102 | 107 | 84 | 105
22 | O=C(Sc1ccc(Cl)cc1)c1ccco1 | 115 | 129 | 108 | 99 | 121 | 109 | 96 | 94 | 102
23 | N#CCC(=O)c1ccccc1C(=O)O | 113 | x | 109 | 103 | 102 | 101 | 103 | 100 | 109
24 | Clc1ccc([C@@H]2C[C@@H]3Cc4cc(Br)c5ccccc5c4N2O3)c(Cl)c1 | 89 | 80 | 42 | 98 | 101 | 82 | 85 | 87 | 79
25 | CCCCn1c(=O)c2c(nc3n2CCCN3CCc2ccc(OCC(=O)NCCN(CC)CC)cc2)n(CCCC)c1=O | 47 | 52 | 71 | 61 | 94 | 78 | 52 | 1.9* | 59
26 | Cc1cc(C)n(CO)n1 | 101 | 107 | 115 | 102 | 96 | 109 | 102 | 96 | 96
27 | CCn1c(SCC(=O)Nc2ccc(/C(C)=N/O)cc2)nnc1-c1ccccc1 | 119 | 93 | 101 | 103 | 105 | 95 | 99 | 100 | 97
28 | COc1ccc2c(c1)oc1c(C)c3c(c(C)c12)C(=O)N(CCN1CCOCC1)C3=O | 94 | 114 | 106 | 92 | 93 | 104 | 103 | 109 | 91
29 | C/C(=N\Nc1c2ccccc2nc2ccccc12)c1ccc(O)cc1 | 89 | 99 | 83 | 92 | 105 | 84 | 56 | 86 | 92
30 | Cc1ccc(C(=O)OC(C)C)cc1 | 125 | 125 | 113 | 115 | 109 | 113 | 114 | 101 | x
31 | CC(C)OC(=O)C1OC1(C)c1ccccc1 (centres undefined) | 163 | 109 | 117 | 115 | 101 | 105 | x | 99 | 108
32 | COC(=O)[C@]12CCC(C)(C)C[C@H]1C1=CC[C@@H]3[C@@]4(C)/C(=C/c5ccco5)C(=O)/C(=C\c5ccco5)C(C)(C)[C@@H]4CC[C@@]3(C)[C@]1(C)CC2 | 108 | 108 | 106 | 106 | 98 | 99 | 103 | 97 | 106
33 | O=C(Nc1cccc(NC(=O)Nc2cc(C(F)(F)F)ccc2Cl)c1)Nc1cc(C(F)(F)F)ccc1Cl | 32 | 36 | -5.6* | 14 | 28 | 9.1* | 7.2* | -4.0* | 27
34 | N#CCNC(=O)c1ccc(-c2nc3ccc4[nH]ncc4c3c3c2CCCC3)cc1 | 57 | 77 | 117 | 85 | 115 | 47 | 95 | 47 | 65
35 | CCOc1ccc(C(=O)Nc2sc3c(c2C(N)=O)CCC3)cc1 | 100 | 112 | 148 | 82 | 99 | 86 | 88 | x | 91
36 | CCSc1nc(Cl)c(C#N)c(-c2cccc(Br)c2)n1 | 113 | 103 | 119 | 111 | 98 | 101 | 115 | 111 | 106
37 | CC(=O)c1ccc(NC(=O)COc2ccc(C3SCC(=O)N3c3ccc(C)cc3)cc2)cc1 (centres undefined) | 109 | 110 | 113 | 101 | 103 | 92 | 106 | x | 95
38 | O=C1Nc2cccc3c2N(CCC3)C2=C1CCC2 | 105 | x | 115 | 102 | 114 | 115 | x | x | 108
39 | COC(=O)c1cc(-c2ccc(F)cc2)[nH]c(=O)c1C#N | 108 | 99 | 113 | 104 | 114 | 103 | 105 | 123 | 108
40 | CC(C)(C)C1CCCCC1O (centres undefined) | 106 | 108 | 110 | 103 | 87 | 99 | 109 | 93 | x
41 | CC(C)c1[nH]oc(=O)c1/C=C1\C=c2ccccc2=N1 | 112 | 104 | 104 | 97 | 106 | 97 | 97 | 96 | 90
42 | COc1ccc(/C=C/C(C)=O)cc1 | 107&112 | 113&111 | 95&121 | 103&96 | 91&104 | 97&113 | 107&109 | 90&99 | 102&104
43 | O=C(/C=C/c1ccc(Cl)c(Cl)c1)c1ccc(Cl)c(Cl)c1 | 114 | 106 | 108 | 101 | 104 | 110 | 103 | x | 99
44 | COC(=O)C1CCC(=O)N1C(=O)NC1CCCCC1 (centres undefined) | 113 | 96 | 108 | 107 | 93 | 97 | 98 | 59 | 100
45 | CC(C)(C)n1cc(-c2ccnc(NCCNS(=O)(=O)c3cccc4ccccc34)c2)c(-c2cccc(O)c2)n1 | 73 | 82 | 91 | 66 | 84 | 70 | 80 | 73 | 87
46 | O=c1[nH][nH]c(-c2ccc(F)cc2)c1-c1nc2ccccc2s1 | 100 | 89 | 108 | 100 | 96 | 95 | 106 | 68 | 87
47 | Cc1cc(C)c(C2=NO[C@H]3c4ccccc4OC[C@@H]23)c(C)c1 | 106 | 105 | 109 | 99 | 121 | 106 | 93 | 106 | 111
48 | CCOC(=O)c1sc2ncnc(Nc3ccc(NC(=O)Nc4ccc(Cl)cc4)cc3)c2c1C | 19 | 75 | 63 | 39 | 99 | 64 | 53 | x | 92
49 | O=C(Nc1cccc2[nH]c(C(F)(F)F)nc12)c1ccc(F)cc1 | 88 | 99 | 66 | 90 | 100 | 83 | 80 | 19 | 86
50 | CCOC(=O)CCN(Cc1ccco1)C(=O)OCC | 105 | 109 | x | 103 | 122 | 103 | 114 | 111 | 107
51 | COc1ccc(-c2cn(-c3ccc(-n4cc(-c5ccc(OC)cc5)[nH]c4=O)cc3)c(=O)[nH]2)cc1 | 154 | 99 | 114 | 101 | 97 | 97 | 107 | 107 | 134
52 | [O-]c1on[n+]2c1Cc1ccccc1C2 | 106 | 108 | 107 | 109 | 99 | 95 | 107 | 67 | 103
53 | CCC1NC(=O)C(NC(=O)c2ncccc2O)C(C)OC(=O)C(c2ccccc2)NC(=O)C2CC(=O)CCN2C(=O)C(Cc2ccc(N(C)C)cc2)N(C)C(=O)C2CCCN2C1=O (centres undefined) (tested in a mixture with another compound) | 28 | 95 | 63 | x | -21* | 48 | 48 | x | 64
54 | CC(=O)C1CC=C(C)CC1 (centres undefined) | 125 | 99 | 104 | 103 | 111 | 118 | 110 | 105 | 106
55 | CCCCNC(=O)NS(=O)(=O)c1ccc(N2N=C(c3ccc(C)cc3C)CC2c2ccc(N(C)C)cc2)cc1 (centres undefined) | 80 | 98 | 51 | 58 | 85 | 49 | 64 | 63 | 90
56 | CC(=O)Nc1ccc(C(C)(C)c2ccccc2)cc1 | x | 98 | 90 | 84 | 81 | 99 | 106 | x | 112
